Bioassay records (PubChem BioAssay)
WRN inhibitor: WRN helicase (human) inhibition; WRN helicase unwinding, fluorescent forked duplex, kinetic; Potency, µM (series often up to 114 µM), inactives show top-dose activity change, negative = inhibition, most hits filed as inhibitors; 0.46% of 360,000 active; further: potency means the concentration at half of the fitted maximal effect; on the % scale 0 is the no-effect control and ±100 the full control effect; nearly all actives have a fitted effect of over 55% in size
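Kinetic fluorescence helicase assay: unwinding of a quenched forked DNA duplex (100 nM final) with 2 mM ATP final raises red fluorescence (525/598 nm). Compounds sat 15 min at room temperature with 20 nM WRN beforehand.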
EPAC1 antagonist: EPAC1 (human) antagonism; O95398; EPAC1 GEF assay, Rap1b-BODIPY-GDP exchange fluorescence; Potency, µM (top dose mostly 115 µM), for inactives: at the top dose activity change, negative = inhibition, actives largely listed as inhibitors; 0.14% of 360,000 active; AID 720709;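 further: potency means the concentration at half of the fitted maximal effect; plate controls were vehicle for no effect and positive control for full effect; nearly all actives have a fitted effect of over 50% in size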
EPAC1 ag: agonists of human EPAC1 | O95398 | EPAC1 agonist qHTS, biochemical assay; response scale: 100% = response to 6.5 mM cAMP | Potency, µM (top dose mostly 154 µM), inactives show at the highest dose activation, actives largely listed as activators | 0.073% of 360,000 active; further: potency means the concentration at half of the fitted maximal effect; nearly all actives have a fitted effect of over 60% in size
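Normalized to 6.5 mM cAMP, activity reflects EPAC1-catalysed release of BODIPY-GDP from Rap1B, followed kinetically over 30 min at 480 nm excitation, 540 nm emission. Reaction contained 100 nM EPAC1, 250 nM Rap1B-BODIPY-GDP, 50 uM GDP.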
CCT modulator: changes cytosolic chaperonin activity. 0.3% of 360,000 active. activity change, % (test concentration not listed), hits read low. purified chaperonin ATPase assay, HTRF ADP detection, 30 min. AID 651819; in the data active means activity change below about -30%; further: on the % scale 0 is the no-effect control and ±100 the full control effect
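TRiC at 40 or 20 nM final (batch-dependent) in 30 mM Tris pH 7.4, 100 mM KCl, 5 mM MgCl2, 1 mM DTT, with compound at single 76 uM and 10 uM ATP, 30 min at 37 deg C. ADP detected by HTRF Transcreener, 665/615 ratio.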
EPAC2 antag: EPAC2 (human) antagonism | Q8WZA2 | EPAC2 GEF exchange of Rap1B-BODIPY-GDP, fluorescence | 0.18% of 360,000 active | Potency, µM (series often up to 114 µM), for the others: top-dose activity, negative = inhibition, actives largely listed as inhibitors; further: potency means the concentration at half of the fitted maximal effect; on the % scale 0 is the no-effect control and ±100 the full control effect; nearly all actives have a fitted effect of over 45% in size; many of its hits are not listed in these tables
PI5P4Ka inh: blocks human PI5P4K alpha kinase activity. P48426. PI5P4Kalpha enzyme, ADP-Glo luminescence, 60 min; active compounds read low. max response, %. 1.2% of 330,000 active. AID 652105; active means max response of -50% or lower; inconclusive means between -30% and -50%; inactive means -30% or higher; further: value at the top dose of about 77 µM; on the % scale 0 is the no-effect control and ±100 the full control effect
Target sequence (P48426 whole entry, looked up): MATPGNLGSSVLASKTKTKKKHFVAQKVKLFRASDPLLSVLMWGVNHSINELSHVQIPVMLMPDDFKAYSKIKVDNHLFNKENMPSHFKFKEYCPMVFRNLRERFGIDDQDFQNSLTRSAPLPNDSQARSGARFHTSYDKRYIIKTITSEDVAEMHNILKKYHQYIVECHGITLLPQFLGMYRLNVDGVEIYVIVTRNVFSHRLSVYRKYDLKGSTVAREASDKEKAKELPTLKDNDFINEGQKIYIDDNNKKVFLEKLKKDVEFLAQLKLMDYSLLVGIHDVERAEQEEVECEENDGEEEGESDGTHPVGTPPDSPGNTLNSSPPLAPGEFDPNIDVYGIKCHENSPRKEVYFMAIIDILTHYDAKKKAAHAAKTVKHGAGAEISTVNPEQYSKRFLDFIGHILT
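Luminescence from ADP-Glo served as readout of PI5P4Kalpha activity in a qHTS format. Reaction: enzyme, substrate, compound, ATP at 5 microM final, 60 min at RT.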
MmCpn inh: inhibitors of Methanococcus maripaludis chaperonin (MmCpn). purified Mm-Cpn ATPase, ADP Transcreener TR-FRET. Potency, µM (titrated, usually from 76.9 µM), for the others: at the highest dose activity, negative = inhibition, hits mostly inhibitors. 0.031% of 330,000 active. AID 504842; further: potency means the concentration at half of the fitted maximal effect; on the % scale 0 is the no-effect control and ±100 the full control effect; nearly all actives have a fitted effect of over 80% in size
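Purified archaeal chaperonin (25 nM final) was preincubated with compound for 10 min at 37°C, then ATP (10 uM final) was added for 30 min at 37°C in Tris pH 7.4/KCl/MgCl2/DTT buffer. ADP was quantified by HTRF Transcreener TR-FRET.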
PLK1 PBD inh: PLK1 (human) polo-box domain binding inhibition. Plk1 PBD binding of FITC phosphopeptide, fluorescence polarization. Potency, µM, for the others: max response, negative = inhibition, hits mostly inhibitors. 2.8% of 360,000 active. P53350; further: potency means the concentration at half of the fitted maximal effect; series mostly up to about 57 µM; on the % scale 0 is the no-effect control and ±100 the full control effect; nearly all actives have a fitted effect of over 65% in size
Target sequence (P53350 whole entry, looked up, the tested form may be a part): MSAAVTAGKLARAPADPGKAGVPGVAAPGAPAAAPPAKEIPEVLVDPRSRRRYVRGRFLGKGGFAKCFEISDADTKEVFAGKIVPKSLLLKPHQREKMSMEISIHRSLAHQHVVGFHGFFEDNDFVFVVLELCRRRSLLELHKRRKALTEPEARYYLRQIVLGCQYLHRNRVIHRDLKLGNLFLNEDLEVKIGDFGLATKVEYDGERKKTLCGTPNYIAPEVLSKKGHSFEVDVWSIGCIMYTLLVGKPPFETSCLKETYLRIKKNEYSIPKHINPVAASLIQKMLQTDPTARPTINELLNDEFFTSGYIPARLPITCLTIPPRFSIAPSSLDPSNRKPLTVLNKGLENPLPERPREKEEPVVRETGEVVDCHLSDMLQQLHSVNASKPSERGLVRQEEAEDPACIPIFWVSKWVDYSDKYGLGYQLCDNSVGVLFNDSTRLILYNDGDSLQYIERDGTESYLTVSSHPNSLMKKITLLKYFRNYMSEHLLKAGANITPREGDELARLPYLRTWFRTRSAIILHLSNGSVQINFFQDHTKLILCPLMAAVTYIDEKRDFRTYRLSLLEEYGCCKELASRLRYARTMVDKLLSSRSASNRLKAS
Active calls of the source: *; ? = inconclusive; . = not tested or not shown; [ ] = another dose, or the depositor's remark. Unless noted, the call rests on the fitted dose curve; in most records, active means well fitted curve in the direction sought with a large enough effect; inconclusive means small, poorly fitted or top-dose-only effect, or another doubt; inactive means no such curve, though single readings can be large; an effect the other way counts as inactive or inconclusive.

SMILES	WRN inhibitor	EPAC1 antagonist	EPAC1 ag	CCT modulator	EPAC2 antag	PI5P4Ka inh	MmCpn inh	PLK1 PBD inh
COCCN(C(=O)c1csnn1)C(C(=O)NC1CCCCC1)c1ccc(C)cc1 (stereo not given)	7%	4%	5%	-3.3	9%	-4	?	-6%
Cc1cc(C)nc(N/N=C/c2ccccc2Cl)n1	2%	-17%	-6%	2.2	11%	1	2%	1%
COC(=O)C1CCN(C(=O)c2ccc(SC)cc2OC)CC1	7%	4%	2%	-1.8	4%	.	-4%	-5%
CCN(CC#CCC1(O)c2ccccc2-c2ccccc21)C(C)C	-5%	6%	0%	-1.9	-3%	3	0%	-6%
Cc1ccc(NC(=O)CSCC(=O)N(C)CC(=O)Nc2ccccc2C(F)(F)F)cc1	-18%	-2%	5%	-2.3	7%	5	-1%	-4%
C=CCNC(=S)N/N=C/c1ccc(N(CC)Cc2ccccc2)cc1	-22%	-14%	2%	-0.4	-15%	13	1%	-10%
COc1cccc(-c2cccc(NC(=O)C3CCN(Cc4ccon4)CC3)c2)c1	-1%	?	1%	-2.7	-2%	-4	-1%	-9%
CN(C)CCNC(=O)c1cccc2nc3c(ccc4ccccc43)nc12	?	8%	13%	-2.4	-4%	21	.	-12%
CCOCCn1c(SCCc2ccccc2)nc2c1c(=O)[nH]c(=O)n2C	-1%	-1%	-9%	1.6	4%	2	1%	-25%
COc1ccc(C(=O)CCC(=O)N2CCN(c3ccccc3)CC2)cc1	1%	-11%	6%	-3.2	4%	0	0%	-5%
CCC(=O)c1ccc(OCC(=O)N(C)CC(=O)Nc2cccc(F)c2)cc1	-2%	-5%	-7%	-0.4	0%	5	-2%	0%
CCCCCNC(=O)C1c2ccccc2Oc2ccccc21	0%	2%	-1%	-0.3	3%	8	0%	-7%
CCOc1ccc2ccccc2c1C(=O)NCC(c1ccc(N(C)C)cc1)N(C)C (stereo not given)	0%	7%	15%	0.2	7%	9	0%	-3%
COCCN1C(=O)CN(S(C)(=O)=O)CC1(C)C(=O)Nc1ccc2c(c1)OCCO2 (stereo not given)	1%	23%	1%	.	4%	0	.	-3%
COc1ccc(CN2CCN(C3CCC3)CC2CCO)c(C)c1C (stereo not given)	-16%	3%	6%	-2.7	9%	6	1%	-6%
CCc1cc2cc3c(cc2nc1SCC(=O)N1CCN(C(=O)c2ccco2)CC1)OCO3	-36%	-25%	18%	-0.4	-1%	-5	?	-15%
CCCc1cc(C(=O)Nc2ccc(Cl)cn2)cs1	-2%	-18%	-5%	-1.1	-16%	8	1%	2%
CCc1noc(C)c1C(=O)Nc1nnc(CC(C)C)s1	2%	-10%	2%	1.5	-4%	1	3%	4%
N/C(=N\OC(=O)Cc1ccccc1[N+](=O)[O-])c1cccc(Br)c1	4%	7%	-8%	0.5	?	7	-10%	2%
O=C(Nc1ccc(Oc2ccccc2)cc1)c1cnc2n(c1=O)CCS2	1%	-7%	-10%	-3.2	-9%	-1	-1%	-2%
Cc1nc(N)sc1-c1csc(Nc2ccccc2)n1	-29%	0%	8%	0.3	-13%	?	2%	27µM*
CN(CC(=O)N1CCN(C2CCCCC2)CC1)S(=O)(=O)c1cccc2nsnc12	-5%	-6%	7%	2.5	-5%	.	1%	-1%
Cc1cc(SCC(=O)N(C)C2CCS(=O)(=O)C2)nc2c(C)cccc12 (stereo not given)	4%	-17%	-6%	0.7	14%	-7	-9%	-21%
NC(=O)CC(NC(=O)c1ccccc1)c1ccc(NCCc2cccc(F)c2)c([N+](=O)[O-])c1 (stereo not given)	-3%	?	-12%	0.1	-13%	-4	3%	2%
Cc1ccc(C)c(C(=O)COC(=O)c2cc([N+](=O)[O-])ccc2N2CCOCC2)c1	-7%	-13%	17%	-2.5	-12%	5	-7%	-10%
(further entries)
SMILES	WRN inhibitor	EPAC1 antagonist	EPAC1 ag	CCT modulator	EPAC2 antag	PI5P4Ka inh	MmCpn inh	PLK1 PBD inh
CCOC(=O)c1ccc(N2C(=O)CC(Sc3nnc(C)s3)C2=O)cc1 (stereo not given)	-7%	4%	-6%	-0.7	1%	-17	2%	?
O=C(CSc1ncnc2[nH]ncc12)Nc1cccc(Oc2ccccc2)c1	-6%[57.1 µM]	?	89µM*	0.2	3%	1	-2%	10%
O=C(NCC(c1ccco1)N1CCOCC1)c1ccc(Cl)cc1 (stereo not given)	2%	18%	5%	1.5	6%	-4	1%	-4%
COc1ccc(NC2=C(c3ccc(OC)cc3)C(=O)c3ccccc32)cc1	3%	-12%	-13%	0.7	14%	-7	0%	1%
CC1(C(=O)NS(=O)(=O)c2ccc(Cl)s2)CCN1C(=O)Cc1ccc(Cl)cc1Cl (stereo not given)	-2%	5%	-5%	-1.3	-15%	2	.	-2%
Cc1cc(Br)ccc1SCC(=O)N1CCN(S(=O)(=O)c2ccccc2)CC1	-20%	-3%	-6%	-2.2	1%	-10	-1%	?
OCCNC(=S)Nc1cccc(Cl)c1Cl	3%	11%	1%	-1.9	-7%	3	-1%	-2%
O=S(=O)(Nc1ccc(N2CCCCC2)cc1)c1ccc(F)cc1F	-6%	-19%	4%	-0.8	-3%	-3	1%	-5%
O=C(CNC1CCCCCC1)Nc1ccccc1N1CCCCC1	-6%	-4%	7%	2.9	-1%	6	-5%	2%
O=C(c1cc2nc(C3CC3)cc(C(F)(F)F)n2n1)N1CCCC1	3%	5%	-1%	-0.8	14%	-1	0%	-4%
O=C(CCCN1C(=O)/C(=C/c2ccc(F)cc2)SC1=S)NCCCn1ccnc1	-5%	-28%	11%	0.6	-5%	-2	3%	-13%
CC(C)Cc1ccc(C(C)C(N)=NCCc2ccccc2)cc1 (stereo not given)	19%	16%	10%	-0.9	0%	6	0%	-6%
Cc1ccc(-c2c3c(=O)n(C)c(=O)n(C)c3cn2Cc2ccccn2)cc1	-8%	-6%	5%	1.8	0%[57.1 µM]	-6	-1%	-28%
CCOC(=O)CN1CCC(C2(c3cc4ccccc4[nH]3)OCCO2)CC1	4%	4%	1%	1.3	-1%	-11	.	-2%
Cc1ccc2c(COC(=O)c3ccccc3F)cc(=O)oc2c1	?	-1%	12%	-7.4	-9%	-16	1%	-12%
O=S(=O)(N/N=C/c1ccc2c(c1)OCO2)c1ccc(Br)cc1	12%	21%	3%	1.2	-5%	0	-8%	-11%
CN(C)CCNc1ncnc2c1ncn2[C@H]1CN(Cc2ccc(Cl)cc2)C[C@@H](CO)O1	6%	5%	-5%	-0.1	5%	-11	.	-5%
CCCN(Cc1ccc(N(CC)CC)cc1)CC1CC1	4%	3%	-2%	-5.4	7%	.	0%	-4%
C[C@H](CO)N1C[C@H](C)[C@@H](CN(C)Cc2ccc(Oc3ccccc3)cc2)Oc2c(NC(=O)c3ccncc3)cccc2C1=O	-3%	3%	-3%	2.3	-11%	-1	-2%	2%
COc1ccc(COc2ccc(S(=O)(=O)N3CCCC3)cc2C(N)=O)cc1F	8%	-11%	-10%	1.5	-1%	3	0%	-2%
Cn1c(CNC(=O)c2ccco2)nnc1SCC(=O)N1c2ccccc2Sc2ccccc21	-2%	-9%	6%	-0.6	8%	0	1%	-5%
COc1ccc(C(=O)CSc2nnc(Cc3ccccc3)o2)cc1	-15%	-22%	19%	-0.7	-11%	.	-5%	-7%
CCCCCCSc1ccc([C@@H]2[C@H]3C(=O)N(CC)C(=O)[C@H]3[C@]3(C(=O)OC)CCCCN23)cc1OC	-13%	-8%	-28%	-0.4	5%	0	-1%	8%
CC(NC(=O)c1cc(COc2ccc3ncccc3c2)on1)c1ccc(F)cc1 (stereo not given)	-4%	-16%	1%	0.4	-7%	1	2%	-2%
COc1ccc(Cl)cc1NC(=O)c1[nH]nc(OC)c1[N+](=O)[O-]	-14%	9%	13%	0.6	-7%	3	0%	-2%
Other compounds
SMILES	WRN inhibitor	EPAC1 antagonist	EPAC1 ag	CCT modulator	EPAC2 antag	PI5P4Ka inh	MmCpn inh	PLK1 PBD inh
NC(=O)CNC(=O)[C@@H]1CC2(CC(c3ccccc3)=NO2)CN1C(=O)c1ccc(Br)cc1 (stereo not given in full)	6%	-8%	11%	-0.4	6%	0	-1%	3%
CC(C)c1ccc(NC2CCCN(C(=O)CSc3nncn3C)C2)cc1 (stereo not given)	-1%	-8%	-12%	-2.5	-3%	-8	-5%	3%
C=C1C(=O)[C@@]23[C@H](O)C[C@@H]4C(C)(C)CC[C@H](O)[C@@]4(C)[C@@H]2CC[C@@H]1[C@H]3O	-4%	?	-25%	-1.6	33%[activator]	0	0%	-14%
CC(=O)c1cccc(NC(=O)/C=C/c2ccc(S(=O)(=O)N3CCOCC3)cc2)c1	-1%	-5%	4%	-1.2	-4%	-1	-2%	3%
Cc1ccc(NC(=O)CNC(=O)c2ccco2)cc1Cl	-30%	0%	0%	0.0	10%	3	2%	-21%
C[C@@H]1CC[C@]2(C(=O)O[C@@H]3O[C@H](CO)[C@@H](O)[C@H](O)[C@H]3O)CC[C@]3(C)C(=CCC4[C@@]5(C)CC[C@H](O[C@@H]6OC[C@H](O)[C@H](O[C@@H]7O[C@H](CO)[C@@H](O)[C@H](O)[C@H]7O)[C@H]6O)C(C)(C)C5CC[C@]43C)C2[C@]1(C)O (stereo not given in full)	-2%[11.6 µM]	-7%	-4%	-7.2	3%	1	2%	-14%
CN(c1ccccc1)S(=O)(=O)c1ccc(NC(=O)c2ccco2)cc1	-1%	-1%	13%	1.8	-4%	1	-6%	-4%
O=C(COC(=O)c1ccco1)Nc1nc2ccc([N+](=O)[O-])cc2s1	-7%	-15%	7%	0.9	-22%	-54*	-2%	-11%
O=C(Nc1ccc(F)cc1)/C(Cl)=C/c1ccccc1	-4%	-15%	5%	-0.4	17%	1	1%	-10%
Cc1nnc(NC(=O)c2cc3ccccc3o2)s1	-2%	5%	8%	0.1	-2%	0	1%	-6%
CCOC(=O)C1CCCN(C(=O)CNC(=O)c2ccc(Br)o2)C1 (stereo not given)	-5%	-2%	5%	-0.8	-20%	3	0%	-15%
CCCS(=O)(=O)NC(=O)C1(C)CCN(C(=O)c2ccc3ccccc3c2)C1 (stereo not given)	-2%	-7%	6%	0.5	15%	-9	.	-8%

The list is partial (hit frequency here may not be typical).
